M1 ag: human M1 muscarinic receptor agonists, primary screen, Fluo-8 calcium fluorescence, CHO-K1 cells, HTS. Muscarinic acetylcholine receptor M1 (Homo sapiens), P11229. CHO-K1 hM1, agonist mode; 0% DMSO, 100% acetylcholine EC100. activation, % at 3 µM. 360,000 tested, 0.33% active. AID 588814, 2011;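 active = activation above the run's mean compound activation plus 3 SD, cut at about 16% in these data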;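 also: peak over basal fluorescence ratio within a 140 s kinetic read after compound addition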
Target sequence (P11229 whole entry, looked up): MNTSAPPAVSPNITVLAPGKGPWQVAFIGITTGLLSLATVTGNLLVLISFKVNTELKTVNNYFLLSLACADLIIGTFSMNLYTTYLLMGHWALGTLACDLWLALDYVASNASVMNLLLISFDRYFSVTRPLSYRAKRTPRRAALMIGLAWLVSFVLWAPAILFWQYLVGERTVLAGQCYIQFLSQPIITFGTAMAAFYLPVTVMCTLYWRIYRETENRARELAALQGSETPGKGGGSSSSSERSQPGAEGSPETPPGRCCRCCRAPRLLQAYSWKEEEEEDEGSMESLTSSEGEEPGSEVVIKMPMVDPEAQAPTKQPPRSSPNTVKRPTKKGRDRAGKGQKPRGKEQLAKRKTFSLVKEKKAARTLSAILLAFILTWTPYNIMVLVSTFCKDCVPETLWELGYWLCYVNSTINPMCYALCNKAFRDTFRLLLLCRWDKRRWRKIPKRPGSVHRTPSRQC
CHO parental Ca: ATP-evoked calcium signal inhibitors, parental CHO, primary screen, counter-screen for OX1R antagonist project, cell-based, fluorescence, Fluo-8 calcium dye; parental CHO-K1, ATP-induced calcium, Fluo-8 fluorescence; inhibition, % at 5.6 µM; 330,000 tested, 0.63% active; AID 463079, 2010;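 active = inhibition above that plate's mean sample inhibition plus 3 SD, cut at about 26% in these data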;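 also: 0% = ATP-challenged DMSO wells and 100% = DMSO wells without ATP; some compounds past the cut are filed as inactive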
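material = parental CHO cells | also added = ATP as calcium-mobilizing challenge | dosing = single point at 5.6 µM | detection = intracellular calcium via Fluo-8 no-wash fluorescent dye | read-out = % inhibition | benchmarks = low control ATP plus DMSO, high control DMSO only | repeats = one well per compound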
CHO-K1 Ca PAM: nonselective calcium activators in parental CHO-K1 cells, primary screen, counter-screen for M1 PAM project, cell-based, Fluo-8 calcium fluorescence, full deck, 1536-well. 360,000 tested, 0.02% active. AID 602247, 2012. activation, % at 3 µM. ATP EC20; 0% at ATP EC20, 100% at ATP max;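 active = activation above the run cutoff, the mean activation of all test compounds plus 3 SD, cut at about 40% in these data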;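 also: peak over basal fluorescence ratio in a 140 s read after ATP addition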
TAAR1 antagonist: human TAAR1 antagonists, primary screen, Fluo-8 calcium fluorescence, CHO RD-HGA16 cells. Trace amine-associated receptor 1 (Homo sapiens), Q96RJ0. antagonist. inhibition, % at 3 µM. 360,000 tested, 1.5% active;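 active = inhibition above a per-plate cutoff, the mean inhibition of test compounds on that plate plus 3 SD, cut at about 49% in these data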;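 also: 0% = DMSO plus EC80 beta-PEA response and 100% = DMSO alone without agonist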
Target sequence (Q96RJ0 whole entry, looked up): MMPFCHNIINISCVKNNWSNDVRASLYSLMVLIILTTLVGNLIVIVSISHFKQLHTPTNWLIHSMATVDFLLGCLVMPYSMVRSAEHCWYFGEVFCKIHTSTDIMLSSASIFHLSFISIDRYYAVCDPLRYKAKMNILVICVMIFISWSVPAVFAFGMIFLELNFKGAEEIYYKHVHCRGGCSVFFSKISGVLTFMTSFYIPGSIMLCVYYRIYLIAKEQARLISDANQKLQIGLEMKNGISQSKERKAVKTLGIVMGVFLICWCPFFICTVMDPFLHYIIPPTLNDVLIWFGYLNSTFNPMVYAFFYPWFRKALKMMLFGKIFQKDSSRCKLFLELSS
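Test system: CHO RD-HGA16 cells bearing hTAAR1 | Reagent: β-PEA, EC80 | Compound dosing: 3 µM, single point | Schedule: Dye loading 75 min at 37 °C, then 30 min room temperature | Signal: Calcium fluorescence with Fluo-8 | Evaluation: Percent inhibition of PEA-evoked calcium signal, max/basal emission ratio | Control set: DMSO-only wells and EC80 β-PEA-stimulated wells | Repeats: Singlicate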
CHO-K1 Ca antag: nonselective inhibitor or artifact in parental CHO-K1 cells | inhibition, % at 3 µM | 360,000 tested, 0.6% active | ATP-induced calcium, Fluo-8 fluorescence;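 active = inhibition above a per-plate cutoff, the plate's mean sample inhibition plus 3 SD, cut at about 24% in these data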;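 also: 0% = DMSO plus EC80 ATP and 100% = DMSO alone without ATP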
CHO-K1 Ca ag: counter-screen for M1 agonists: effect in parental CHO-K1 cells; 360,000 tested, 0.48% active; activation, % at 3 µM; Fluo-8 calcium fluorescence; scaled to maximal ATP response, vehicle zero; in the data active = activation above about 15%;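 also: untransfected CHO-K1 host cells lacking M1 receptor as counterscreen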
M1 PAM: human M1 muscarinic receptor positive allosteric modulators, primary screen, CHO-K1 cells, Fluo-8 calcium fluorescence, 1536-well; activation, % at 3 µM; CHO-K1 hM1, ACh EC20; 0% = ACh EC20, 100% = maximal ACh; 360,000 tested, 0.088% active; in the data active = activation above about 19%, passing the limit was not always enough
TAAR1 ag: human TAAR1 agonists, primary screen, Fluo-8 calcium fluorescence, CHO RD-HGA16 cells | Trace amine-associated receptor 1 (Homo sapiens), Q96RJ0 | vehicle wells 0%, saturating PEA agonist 100% | activation, % at 3 µM | 360,000 tested, 0.99% active;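 active = activation above the mean activation of all test compounds in the run plus 3 SD, cut at about 38% in these data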
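Benchmarks: low control DMSO, high control PEA (EC100); System: CHO RD-HGA16 cells carrying human TAAR1 plus Gα16; Detection: Fluo-8 fluorescence, 5 s baseline then 140 s kinetic read; Schedule: 17-24 h plating, Fluo-8 75 min 37 °C, 30 min RT; Read-out basis: % activation from peak over basal fluorescence ratio, DMSO-to-PEA scaled.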
CHRM1 antagonist: human M1 muscarinic receptor antagonists, primary screen, CHO-K1 cells, Fluo-8 calcium fluorescence, 1536-well | 360,000 tested, 1.3% active | inhibition, % at 3 µM | CHO-K1 hM1, ACh EC80 antagonist;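 active = percent inhibition above its own plate's cutoff, namely the mean of that plate's compound wells plus 3 SD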;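 also: peak over basal fluorescence ratio during 140 s after agonist addition; 0% = ACh EC80 plus DMSO and 100% = DMSO alone without agonist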
An asterisk follows results filed as active; x = not tested or not shown.

canonical_smiles	M1 ag	CHO parental Ca	CHO-K1 Ca PAM	TAAR1 antagonist	CHO-K1 Ca antag	CHO-K1 Ca ag	M1 PAM	TAAR1 ag	CHRM1 antagonist
CC(OC(=O)[C@H](C)N=C1NS(=O)(=O)c2ccccc21)C(=O)Nc1ccc(F)c(F)c1F (stereo not given in full)	-3	x	-6	0	1	0.1	2	1	-7
Cc1ccc(S(=O)(=O)NCCc2nnc(SCc3cccnc3)n2C)cc1	-9	2	-3	7	-1	0.4	1	-1	-3
COc1ccc(CCNC(=O)c2c(O)c3ccccc3[nH]c2=O)cc1OC	-2	x	6	-23	-8	0.0	4	8	-6
COc1ccc(Cl)cc1NC(=O)COC(=O)CCNC(C)=O	-1	-4	22	6	-5	2.7	0	10	6
CC(C)C[C@H]1CNC(=S)N1CC1CCCN1C[C@H](CC(C)C)N1C[C@H](Cc2ccc(O)cc2)N(CC2CCCCCC2)C1=S (stereo not given in full)	6	x	-4	-23	-3	0.3	15	-1	-4
COc1cc2c3nc4n(c(=O)c3n(CC(=O)NCC3CCCO3)c2cc1OC)CCS4 (stereo not given)	-4	-6	8	-15	-4	0.5	6	0	-15
CCn1c(SCC(=O)c2ccc(Cl)s2)nnc1-c1cccs1	-5	-27	-5	-4	11	1.7	3	5	-3
COc1ccc(Cl)cc1NC(=O)CN(C)CC(=O)Nc1ccc2c(c1)OCO2	-3	x	-4	-13	16	0.4	-4	3	12

Gathered by group: the compounds so far containing two or more sulfur atoms.
canonical_smiles	M1 ag	CHO parental Ca	CHO-K1 Ca PAM	TAAR1 antagonist	CHO-K1 Ca antag	CHO-K1 Ca ag	M1 PAM	TAAR1 ag	CHRM1 antagonist
Cc1ccc(S(=O)(=O)NCCc2nnc(SCc3cccnc3)n2C)cc1	-9	2	-3	7	-1	0.4	1	-1	-3
CC(C)C[C@H]1CNC(=S)N1CC1CCCN1C[C@H](CC(C)C)N1C[C@H](Cc2ccc(O)cc2)N(CC2CCCCCC2)C1=S (stereo not given in full)	6	x	-4	-23	-3	0.3	15	-1	-4
CCn1c(SCC(=O)c2ccc(Cl)s2)nnc1-c1cccs1	-5	-27	-5	-4	11	1.7	3	5	-3

Following part:
canonical_smiles	M1 ag	CHO parental Ca	CHO-K1 Ca PAM	TAAR1 antagonist	CHO-K1 Ca antag	CHO-K1 Ca ag	M1 PAM	TAAR1 ag	CHRM1 antagonist
COc1cc(/C=N/n2cnnc2)ccc1OCCOc1ccccc1	0	0	18	16	-9	2.1	9	9	-30
O=C(Nc1ccc(Cl)cc1)C1CCC(=O)N1Cc1ccccc1Cl (stereo not given)	-3	-15	11	0	-3	0.5	3	5	-14
COc1ccc(NC(=O)Nc2cccc3ccccc23)cc1S(N)(=O)=O	-2	6	-3	-6	-3	0.3	0	1	-2
CC(C(N)=O)N1c2cccc3cccc(c23)S1(=O)=O (stereo not given)	-7	-19	23	6	-10	0.3	9	3	-4
CC(C)(C(=O)N1CCC1(C)C(=O)NS(=O)(=O)c1cccc(Cl)c1)c1ccccc1 (stereo not given)	-1	x	-6	1	5	0.2	0	2	-1
Cc1ccccc1OCC(=O)Nc1ccc2c(c1)COC2=O	-6	3	8	14	7	1.2	-1	8	-1
COc1cccc(-c2nc3nc(C)cc(C)n3c2Nc2ccc3c(c2)OCCO3)c1	x	x	2	-4	-7	0.2	x	2	x
COc1cc(OC)c(C(=O)Nc2cccc(C(C)=O)c2)cc1OC	-3	5	4	0	-2	0.8	-1	3	3
CCOc1ccc(NC(=S)N2CCN(S(=O)(=O)c3ccccc3)CC2)cc1	-3	x	11	2	-15	2.2	6	1	-11
Cc1ccc(S(=O)(=O)/N=C(\c2ccccc2)N(C)S(=O)(=O)c2ccc(C)cc2)cc1	-5	-8	7	2	-9	-0.1	0	-2	-6
O=C(Nc1ccn(Cc2ccccc2)n1)c1ccc2c(c1)OCO2	-7	-9	16	-18	-2	0.5	3	7	-5
O=C(NCCCCNC(=O)c1cccnc1)c1cccnc1	-3	1	12	1	-10	-0.2	2	9	-4
Oc1ccccc1C=NC(c1ccccc1)C(O)c1ccccc1 (stereo not given)	-4	-4	5	11	0	-0.1	1	-3	0
CCOc1cc(NC(=S)NC)c(OCC)cc1NC(=O)c1ccc(OC)cc1	-9	-16	16	-3	-1	0.9	7	3	-5
Cn1c(N)c(C(=O)COC(=O)CNC(=O)c2ccccc2)c(=O)n(C)c1=O	-1	-5	7	3	-7	4.6	-10	4	21
COc1ccc(/C=N\NC(=O)c2ccccc2)cc1COc1ccc(F)cc1	-2	-1	-20	31	11	2.1	-3	1	4
COc1ccc(C2(CNC(=O)C(c3ccccc3)c3ccccc3)CCOCC2)cc1OC	-2	-20	2	4	-13	-0.2	5	-1	-22
C/C(=N/NC(=O)c1ccco1)c1ccc(NC(=O)c2ccc(F)cc2)cc1	-3	-4	8	-7	-3	1.2	-7	6	1
CCOC(=O)[C@@H]1[C@H]2COc3ccc(Br)cc3[C@@H]2N2C(=O)N(c3ccccc3)C(=O)[C@@]12C	-1	-28	-1	11	2	-0.3	15	3	-13
CN(CC(=O)NCc1ccncc1)S(=O)(=O)c1ccc(Cl)cc1	-5	-9	-2	14	-7	0.8	6	8	-6
Nc1c(C(=O)Nc2ccc3c(c2)OCCO3)nnn1Cc1ccc(Cl)cc1	7	-13	-1	0	11	3.6	11	12	-9
C/C=C(\C)CN1CCN(c2cccc(C)c2C)CC1	-9	-13	11	-17	-23	-0.3	-4	26	-3
COc1ccc(NC(=S)N2CCN(CCN=CC3=C(O)CC(c4ccccc4)CC3=O)CC2)cc1 (stereo not given)	-8	-22	17	10	-9	0.6	7	0	-10
O=C(CSc1ccc(-c2cccs2)nn1)N1CCCCCC1	-6	-3	17	-10	-5	0.7	-2	2	10
O=C(Cc1cc(=O)[nH][nH]1)N/N=C/c1cccc2ccccc12	-8	-5	9	1	-2	-0.1	4	1	-9
COc1ccc(C)cc1NC(=O)CN(C)S(=O)(=O)c1cnc[nH]1	-1	-15	20	-8	1	0.1	4	7	-5
O=C(NCCS(=O)(=O)NC1CCCC1)c1ccc(F)cc1	1	4	9	10	4	1.8	4	0	-10
O=C(Nc1ccno1)Nc1ccc(Cl)cc1Cl	-1	-2	-8	-36	12	8.1	-10	5	15
O=C(c1cccs1)N1CCN(Cc2ccccc2)CC1	-10	-4	5	9	2	0.2	13	0	-15
Cc1cccc(C)c1NC(=O)COn1nnc2ccc(C(F)(F)F)cc21	-9	-11	5	-5	5	0.8	-1	9	-2
O=C(CCCOc1ccc(Cl)cc1)Nc1nncs1	0	7	9	3	0	0.3	10	0	-5
CN(C(=O)C1CCC1C(=O)O)c1nc(-c2ccc(Cl)s2)cs1 (stereo not given)	-2	1	15	-26	-11	0.3	2	4	-6
COc1ccccc1N1CCN(S(=O)(=O)CCNC(=O)C2CCCC2)CC1	5	0	-12	1	-1	2.2	12	3	-2
COc1cc(OC)cc(-c2cc(N)n(S(=O)(=O)Cc3ccccc3)n2)c1	1	-12	28	14	-7	2.7	2	-1	-6
Cc1ccc(C)c2[nH]c(=O)c(CCNC(=O)c3ccco3)cc12	-7	-22	18	11	3	2.3	8	3	-7
O=C(CN(C(=O)CNC(=O)c1ccco1)c1ccc(F)cc1)NC1CCCCC1	-5	-13	-13	-5	5	0.1	-5	5	11
CC(=O)N1c2ccc(S(=O)(=O)N(C)Cc3ccccc3)cc2CC1C (stereo not given)	3	-2	-4	0	-7	14	-15	10	35
Fc1ccc(CN2CCC(Cc3ccccc3)CC2)cc1F	-9	x	-9	-29	0	-0.7	-3	0	-6
COc1ccc(CCNC(=O)C(=O)Nc2ccc3nc4n(c(=O)c3c2)CCCCC4)cc1OC	-1	-17	7	10	-8	4.1	-1	5	-3
Cc1ccc(NC(=O)CSc2nc(N)cc(=O)[nH]2)cc1Cl	-5	-10	13	-17	-13	4.6	1	2	4
Cc1c(C=Nc2ccc(S(=O)(=O)N(C)C)cc2)c(O)[nH]c(=O)c1C#N	-4	-5	-11	-30	-1	0.2	21	3	-21
O=C(c1ccco1)c1nnn(Cc2ccccc2)c1-c1ccccc1	2	-14	-1	26	-5	2.1	13	13	-5
C=CCn1cnc2c(nnn2-c2ccc(Cl)cc2)c1=O	-2	-6	12	-7	-11	-0.4	2	-2	6
Cc1ccc(S(=O)(=O)NC(CC(C)C)C(=O)Nc2ccncc2)cc1 (stereo not given)	-3	-5	-20	0	8	0.5	0	4	-6
COc1cccc(-c2cnc3c(NC(C)=O)cc(-c4cccc(C(=O)NCCO)c4)cn23)c1	-4	x	17	20	-5	3.0	-13	9	7
Cc1ccc(-c2ccc(C(=O)NCc3ccc(Cl)cc3)o2)c2ccccc12	-7	-28	-11	7	-2	-0.5	2	12	-12
O=C(Nc1ccc(N2CCCCC2)c(Cl)c1)c1ccc2c(c1)OCCO2	-3	-39	6	17	-5	0.4	-4	1	10

Bioassay records from PubChem.
